Hep lipid drop: hepatic lipid droplet formation modulation; 0.4% of 240,000 active; AML12 mouse hepatocytes, oleate lipid droplets, BODIPY imaging; inhibition, % at 6.5 µM;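 active = lipid droplet intensity inhibited by at least 50%, with more than 500 cells counted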
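Assay system: AML12 hepatocytes (mouse) / Also added: 100 µM oleic acid challenge / Times: overnight treatment with compound plus oleate / Detection: high-content imaging of BODIPY-stained droplets and DAPI nuclei / Evaluation: % inhibition of lipid droplet signal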
West Nile virus CPE: West Nile virus antiviral activity, cell-based, CPE readout (AID 1621); West Nile virus-infected cells, CPE inhibition; higher % means a stronger effect; one-dose CPE inhibition, % at 10 µM; IC50 in µM for titrated hits; 0.02% of 290,000 active; in the data active = a potency from the dose series; note: strong numbers were not always called active
T cell modulator: modulates CD8 T cell binding to vesicles. 0.068% of 330,000 active. 2C CD8+ T cell-vesicle binding, flow cytometry; hits give low values. calls only at 7 µM;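 active = response, share of CD8 T cells binding vesicles, and their 90th percentile fluorescence all below set limits, cut at about 80% in these data, passing the limit was not always enough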
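Material: murine 2C transgenic CD8+ T lymphocytes / Also added: QL9-peptide-loaded Drosophila micro-vesicles bearing Ld, ICAM-1 and B7-1 / Schedule: binding step 1.5 h, 37 °C, antibody labelling 20 min, ice / Signal: flow cytometry, PE anti-B7-1 (FL2) versus Alexa647 anti-CD8 (FL8), PFA-fixed / Evaluation: percent CD8+ FL2 mean versus row control / Benchmarks: naked versus QL9-loaded vesicles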
Insulin prom up: MIN6 insulin promoter up-regulation; 0.3% of 190,000 active; AID 1625; MIN6 insulin promoter-GFP reporter, high-content imaging; hits give high values; z-score at 5 µM;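 active = z-score above 3 at 5 µM with at least 500 cells counted in the well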
bCat nuc transl: modulators of beta-catenin nuclear translocation | 0.3% of 190,000 active | HeLa beta-catenin nuclear translocation, immunofluorescence imaging | AID 1665 | nuclear translocation activity, % at 5 µM;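 active = nuclear translocation activity above 50% at 5 µM, with a well cell count of 50 or more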;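 note: per-cell ratio of nuclear to cytoplasmic median beta-catenin stain intensity; plate controls were DMSO negative control for no effect and GSK-3 inhibitor IX positive control for full effect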
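System: Human HeLa cells, endogenous beta-catenin | Compound dosing: 5 µM primary, 0.02–20 µM confirmation | Timing: 24 h compound exposure at 37°C, 5% CO2 | Measured by: Fluorescence imaging of beta-catenin antibody stain plus DAPI | Read-out basis: % activation of per-cell nuclear versus cytoplasmic median beta-catenin signal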
MT stabilizer: microtubule stabilization, imaging screen; HeLa tubulin immunostaining HCS, 24 h; share of cells brighter than vehicle mean+2SD; % tubulin-high responders, % at 10 µM; 0.83% of 200,000 active; AID 2205;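 active = plate Z-score above 3 for both tubulin-high and condensed-nucleus cell shares, with cell loss under 80%, at 10 µM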;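 note: anti alpha tubulin signal scored within the nucleus-defined area of each cell; some results filed as inactive read as strong as hits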
Myeloid diff MLP: promotes myeloid progenitor differentiation. 1% of 360,000 active. AID 624256. ER-HoxA9 myeloid progenitors, lysozyme-GFP differentiation, flow cytometry. calls only at 10 µM;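 active = normalized GFP-positive differentiation at or above the plate's own cutoff, the solvent-only control mean plus 3 SD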;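 note: cells exposed to compound for four days before flow analysis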
Autophagy HCS: modulators of autophagy; MEF GFP-LC3 puncta imaging; test concentration mostly 10 µM; calls only at 10 µM (by protocol); 0.98% of 190,000 active;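 active = percentage of spot-positive cells more than 3 SD above its plate mean, without a fluorescence outlier flag or 80% toxicity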;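 note: spot-positive cell cutoff set from DMSO-treated cells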
WT yeast gro inh: growth inhibition of WT yeast, mitochondrial fusion screen; mitochondrial fusion phenotypic screen, WT strain; inhibition, % at 10 µM; 2.1% of 190,000 active; AID 1362; in the data active = inhibition above about 58%; tested in S. cerevisiae
WT yeast gro inh mutant strain: also measured in WT yeast gro inh; calls as there; inhibition, %; mitochondrial fusion phenotypic screen, mutant strain inhibition
Insulin prom up cell count: also measured in Insulin prom up; calls as there; cell count; measured here: cytotoxicity, nuclei count;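 total cells summed across four imaged fields per well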
Hep lipid drop cells 6.5 µM: further read-out of Hep lipid drop, marked with its call; cell count; measured here: cell count, cytotoxicity flag;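 cells counted across two imaged fields per well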
bCat nuc transl cell count 5 µM: recorded beside bCat nuc transl, whose call it bears; cell count; measured here: cell count, cytotoxicity flag
T cell modulator vesicle-bound %: second read-out of T cell modulator, no call of its own (marks repeat the call); double positive events, %; measured here: CD8+ vesicle-bound cell fraction;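 binding gate set so that unloaded-vesicle control wells show 10% double positive cells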
MT stabilizer Hoechst-high %: second read-out of MT stabilizer, no call of its own (marks repeat the call); % Hoechst-high responders; measured here: nuclear condensation Hoechst responders;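 share of cells brighter than vehicle mean plus two SD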
MT stabilizer cytotoxicity %: further read-out of MT stabilizer, marked with its call; toxicity, %; measured here: cytotoxicity by cell density;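 0% = mean cell density of plate MIN control wells and 100% = no cells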
Autophagy HCS cell loss 18 h: second read-out of Autophagy HCS, no call of its own (marks repeat the call); toxicity, %; measured here: cell loss, nuclei count;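 cell loss after 18 h compound exposure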
Myeloid diff MLP GFP+ MAC1+ %: also measured in Myeloid diff MLP; calls as there; GFP+ MAC1+ double positive, %; measured here: differentiation confirmed by MAC1 staining
* hit, by the source's call; i = inactive; nt = no result given; + = active, no number; & = joins results of further samples.

SMILES	Hep lipid drop	Hep lipid drop cells 6.5 µM	West Nile virus CPE	T cell modulator	T cell modulator vesicle-bound %	Insulin prom up	Insulin prom up cell count	bCat nuc transl	bCat nuc transl cell count 5 µM	MT stabilizer	MT stabilizer Hoechst-high %	MT stabilizer cytotoxicity %	Myeloid diff MLP	Myeloid diff MLP GFP+ MAC1+ %	Autophagy HCS	Autophagy HCS cell loss 18 h	WT yeast gro inh	WT yeast gro inh mutant strain
CCn1c(COc2ccc(C)cc2)nnc1SCC(=O)C(C)(C)C	nt	nt	0.9%	i	49	-1.9	1081	-0.7	1181	3.5	2.0	8.3	i	1.4	i	11	-10	-6
C=CCOc1ccc(/C=N/NC(C)=O)cc1OCC	0	706	0.0%	i	35	nt	nt	-0.1	1535	0.9	1.0	5.0	i	0.4	i	-12	17	7
Cc1cccc(NC(=O)c2cc3n(n2)C(C(F)(F)F)CC(C2CC2)N3)c1C (stereo not drawn)	12	705	0.2%	i	43	0.19	1754	-0.9	1040	2.7	1.6	3.8	i	1.2	i	6	-7	-11
FC(F)(F)c1ccccc1NC(=S)NC1CCN(Cc2ccccc2)CC1	5	740	-1.3%	i	23	1.1	1477	0.7	1439	4.7	1.4	9.4	i	0.0	+	-7.1*	-6	-6
COc1ccccc1CNC(=O)COC(=O)c1cc(C)oc1C	-8	720	-0.9%	i	52	-0.56	975	1.4	1079	3.1	1.9	4.4	i	0.6	i	-3	3	10
CCN(Cc1ccccc1)C(=O)C1CCN(c2ncnc3c2nc2n3CCCCC2)CC1	17	740	-0.1%	i	20	nt	nt	nt	nt	nt	nt	nt	i	8.8	nt	nt	nt	nt
CNCc1ccccc1OCc1ccc(F)cc1	-17	750	-0.8%	i	63	-0.02	1655	-0.4	980	2.4	2.0	9.6	i	0.1	i	5	-13	4
CCCCCCOC(=O)c1ccc(OC(=O)c2cccnc2)cc1	-2	765	0.9%	i	22	nt	nt	-4.7	1221	0.9	1.2	8.0	i	1.4	i	-3	57	26
COc1cc(/C=N/NC(=S)NCc2ccccc2)ccc1OCC#N	3	708	-0.3%	i	35	-0.22	1289	-1.4	571	2.9	2.3	5.0	i	0.5	i	9	12	2
CCn1c(SCc2cccc(F)c2)nnc1-c1cccnc1	-6	614	0.2%	i	69	-0.22	1457	-0.8	1080	3.8	4.4	2.2	i	0.1	i	15	15	1
CCOC(=O)c1ccc(-c2cc(C)no2)[nH]1	-6	605	0.1%	i	39	0.22	1277	1.9	547	3.7	2.1	0.8	i	0.6	i	8	7	-15
CCN(CC)S(=O)(=O)c1ccc(C)c(NC(=O)COC(=O)c2ccc(C)c(S(=O)(=O)N3CCOCC3)c2)c1	-1	729	-0.2%	i	32	-0.52	1024	-6.4	1190	2.4	1.9	6.9	i	0.6	i	-1	3	-99
O=C(Cc1ccc(Cl)cc1)c1c[nH]c(C(=O)NCc2cccnc2)c1	-13	734	-0.2%	i	42	0.1	1227	-0.3	1074	5.1	2.6	7.0	i	0.9	i	-1	-14	5
Cc1nc(NC(=O)c2cc(-n3cnnc3)ccc2Cl)ccc1Br	-13	731	0.1%	i	40	nt	nt	-0.8	1124	2.7	2.6	6.5	i	1.1	i	9	0	-10
CCC(=O)N1CCc2cc(S(=O)(=O)CCC(=O)N3CCN(c4ccc(Cl)cc4)CC3)ccc21	-28	678	-0.1%	i	12	nt	nt	nt	nt	nt	nt	nt	i	2.0	nt	nt	nt	nt
Cc1cccc(N(C)c2cc(C)nc3ncnn23)c1	8	732	nt	i	44	-0.23	1323	6.6	514	2.8	1.5	7.4	i	1.6	i	5	14	2
O=C1NN=C(CSc2n[nH]c(=S)s2)CS1	9	678	-0.4%	i	19	0.07	1467	1.7	978	3.4	1.4	9.8	i	0.1	i	-18	-20	-15
CCCNC(=S)N1CCN(CC)CC1	-6	646	-0.3%	i	31	-0.52	1374	2.4	716	2.4	2.3	13	i	1.0	i	-6	-13	22
COC(=O)c1ccc(CSc2nc(C)nc3c2c(=O)n(C)c(=O)n3C)o1	11	746	0.1%	i	45	-0.28	1148	-9.9	1199	5.2	2.1	7.8	i	1.5	i	-9	-2	-5
NC(=O)CSc1nnc(-c2ccccc2Br)n1-c1cccc(C(F)(F)F)c1	5	584	-0.4%	i	17	0.3	1328	-0.8	925	3.3	2.4	7.2	i	0.5	i	0	-6	5
Cn1cnnc1SCc1nc(N)nc(Nc2ccccc2)n1	nt	nt	0.6%	i	62	-0.38	1592	0.3	1397	2.8	2.2	0.4	i	0.6	i	-3	0	-13
CC1Oc2ccccc2C=C1/C=N/NC(=O)c1ccccc1 (stereo not drawn)	20	647	-0.9%	i	10	-0.21	1386	-0.4	1088	3.7	2.4	10.0	i	0.3	i	1	8	13
CCN1C(=C2C(=O)c3ccccc3C2=O)C=Cc2ccccc21	15	773	0.3%	i	33	1.3	913	-3.7	1118	1.5	1.1	5.8	i	0.9	i	-2	9	0
CCOC(=O)N1CCN(C(=O)CSCC(=O)Nc2nc(-c3ccc(OC)cc3)cs2)CC1	16	719	0.1%	i	18	-0.42	1335	nt	nt	3.1	2.6	4.7	i	1.1	i	14	25	23
N/C(=N\OC(=O)C1CCCCC1)c1cccc([N+](=O)[O-])c1	nt	nt	0.1%	i	14	3*	1364*	-1.1	1430	1.2	1.9	11	i	4.1	i	1	-16	-15
CC1=C(C(=O)OCc2ccccc2)C(c2ccccn2)c2c(n(C)c(=O)n(C)c2=O)N1 (stereo not drawn)	nt	nt	-0.1%	i	14	0.03	1248	-2.5	847	2.4	1.7	8.4	i	0.5&1.3	i	-6	26	1
Cc1ccc(C)c(-c2csc(NC(=O)c3cnccn3)n2)c1	-2	711	-0.4%	i	14	nt	nt	-2.4	553	1.3	2.1	13	i	0.7	i	-12	1	-6
Cc1nn(Cc2cccc(C(=O)Nc3ccn(Cc4ccccc4F)n3)c2)c(C)c1[N+](=O)[O-]	-15	737	0.2%	i	7	0.89	793	4.6	1031	2.7	1.6	8.6	i	6.4	i	-3	11	-7
O=C(COC(=O)c1ccco1)Nc1nc2ccccc2s1	nt	nt	0.4%	i	22	0.15	1496	0.1	1389	2.9	2.0	12	i	0.8	i	-3	12	6
O=C(CSc1nc2ccccc2c(=O)n1CC1CCCO1)NCCc1ccccc1 (stereo not drawn)	-4	681	-0.2%	i	23	nt	nt	nt	nt	nt	nt	nt	i	0.8	nt	nt	nt	nt
C=CC(C)N1C(=O)S/C(=C\c2ccc(N3CCOCC3)cc2C)C1=O (stereo not drawn)	6	659	-1.0%	i	38	-0.03	1232	-0.2	964	2.2	3.1	2.2	i	0.4	i	-5	-3	-15
O=C(Nc1ccc(NC(=O)c2ccco2)nc1)c1cccnc1	-2	706	0.7%	i	15	0.69	1158	-2.1	1247	1.2	2.2	19	i	1.0	i	4	-4	2
NC(=O)CC(NC(=S)NCc1ccccc1)C(=O)O (stereo not drawn)	-3	783	0.1%	i	51	1.4	735	0.1	990	2.0	0.9	13	i	0.8	i	-3	-3	-10
COC(=O)c1ccc(CSc2nc3c(cnn3-c3ccc(Cl)cc3)c(=O)[nH]2)o1	-4	724	0.3%	nt	nt	-0.5	1202	nt	nt	4.1	1.9	6.1	i	1.8	i	6	-21	-16
CCOC(=O)c1cnc2ccc(C(=O)OC)cc2c1NCCCN1CCOCC1	2	831	-1.0%	i	54	nt	nt	nt	nt	nt	nt	nt	i	1.2	nt	nt	nt	nt
O=C(Nc1cccc(O)c1)c1cc(-c2ccccc2Cl)on1	12	781	-0.7%	i	66	nt	nt	nt	nt	nt	nt	nt	i	0.3	nt	nt	nt	nt
CC(=O)NCC12CC3CC(C1)CC(C(=O)O)(C3)C2	nt	nt	0.1%	i	11	1.3	1226	-2.7	875	2.1	1.2	0.9	i	5.9	i	0	-19	0
CC1CC(NC(=O)C2(C)CC2(Cl)Cl)CC(C)(C)C1 (stereo not drawn)	-28	679	-0.2%	i	6	-0.17	903	nt	nt	2.4	1.6	11	i	0.9	i	-15	12	10

6 neighbouring entries out of the list so far:
SMILES	Hep lipid drop	Hep lipid drop cells 6.5 µM	West Nile virus CPE	T cell modulator	T cell modulator vesicle-bound %	Insulin prom up	Insulin prom up cell count	bCat nuc transl	bCat nuc transl cell count 5 µM	MT stabilizer	MT stabilizer Hoechst-high %	MT stabilizer cytotoxicity %	Myeloid diff MLP	Myeloid diff MLP GFP+ MAC1+ %	Autophagy HCS	Autophagy HCS cell loss 18 h	WT yeast gro inh	WT yeast gro inh mutant strain
Cn1cnnc1SCc1nc(N)nc(Nc2ccccc2)n1	nt	nt	0.6%	i	62	-0.38	1592	0.3	1397	2.8	2.2	0.4	i	0.6	i	-3	0	-13
CC1Oc2ccccc2C=C1/C=N/NC(=O)c1ccccc1 (stereo not drawn)	20	647	-0.9%	i	10	-0.21	1386	-0.4	1088	3.7	2.4	10.0	i	0.3	i	1	8	13
CCN1C(=C2C(=O)c3ccccc3C2=O)C=Cc2ccccc21	15	773	0.3%	i	33	1.3	913	-3.7	1118	1.5	1.1	5.8	i	0.9	i	-2	9	0
CCOC(=O)N1CCN(C(=O)CSCC(=O)Nc2nc(-c3ccc(OC)cc3)cs2)CC1	16	719	0.1%	i	18	-0.42	1335	nt	nt	3.1	2.6	4.7	i	1.1	i	14	25	23
N/C(=N\OC(=O)C1CCCCC1)c1cccc([N+](=O)[O-])c1	nt	nt	0.1%	i	14	3*	1364*	-1.1	1430	1.2	1.9	11	i	4.1	i	1	-16	-15
CC1=C(C(=O)OCc2ccccc2)C(c2ccccn2)c2c(n(C)c(=O)n(C)c2=O)N1 (stereo not drawn)	nt	nt	-0.1%	i	14	0.03	1248	-2.5	847	2.4	1.7	8.4	i	0.5&1.3	i	-6	26	1

This is a random part of the collection; any-hit rate near 3.9%.
